# OX1R antag-1 = antagonists of human orexin 1 receptor (OX1R); OX1R-expressing cells, FRET antagonist read-out; AID 485270, 2010; inhibition, % at 6.6 µM; hit rate 1.8% among 330,000; in the data active = inhibition mostly above about 38%, no sharp cut-off; inactive = mostly below about 40%;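 also: 0% = agonist challenge alone and 100% = reference antagonist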
# Target sequence (O43613 whole entry, looked up): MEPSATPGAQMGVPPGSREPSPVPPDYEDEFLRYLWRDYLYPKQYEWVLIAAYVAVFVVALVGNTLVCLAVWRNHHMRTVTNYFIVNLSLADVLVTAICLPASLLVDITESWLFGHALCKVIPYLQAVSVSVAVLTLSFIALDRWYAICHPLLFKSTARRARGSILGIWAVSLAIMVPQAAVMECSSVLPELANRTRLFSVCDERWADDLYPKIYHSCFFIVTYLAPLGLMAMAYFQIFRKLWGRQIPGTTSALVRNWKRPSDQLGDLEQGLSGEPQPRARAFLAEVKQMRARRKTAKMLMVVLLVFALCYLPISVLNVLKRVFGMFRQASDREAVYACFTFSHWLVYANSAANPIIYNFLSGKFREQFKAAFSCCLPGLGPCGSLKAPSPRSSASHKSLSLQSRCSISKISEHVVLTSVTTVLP
# OX1R antag-2 = OX1R (HCRTR1) antagonists, primary screen, fluorescence, CHO/OX1R cells, Fluo-8 calcium, orexin A; inhibition, % at 5 µM; hit rate 0.43% among 330,000; Fluo-8 calcium fluorescence; AID 434989, 2010; Orexin/Hypocretin receptor type 1 (Homo sapiens), O43613;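 active = inhibition above its plate's threshold, mean inhibition of all tested compounds on the plate plus 3 SD, cut at about 37% in these data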;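 also: 0% = orexin A challenge wells and 100% = SB-334867-A antagonist wells; not every result past the cut was called active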
# * = called active by the depositor.
Structure | OX1R antag-1 | OX1R antag-2
CCOC(=O)C(NCc1ccccc1OC)(NC(C)=O)C(F)(F)F (centres undefined) | 18.6 | -19.7
O=C(c1ccco1)c1cn[nH]c1-c1ccc(Cl)cc1O | 16.5 | -4.9
C=CCNC(=O)c1ccc(CN(c2ccc(OCC)cc2)S(=O)(=O)c2ccc(C)cc2)cc1 | 17.0 | -21.2
CCOP(C)(=O)C1(C(=O)OCc2ccccc2)CC1 (centres undefined) | 27.4 | -16.2
Cc1cccc(NC(=O)c2ccc(COc3cccc4ccccc34)o2)n1 | 14.9 | -40.7
COc1ccc2nc(SCC(=O)N3CCNC3=O)[nH]c2c1 | 12.1 | -14.5
CSc1ccc(/C=C(\C#N)C(=O)Nc2cccc(C)c2)cc1 | 9.7 | -29.9
CCCCNS(=O)(=O)CCNCCc1ccccc1 | 2.4 | -0.7
COc1ccc(/C=N/N2CCN(c3ccc(Cl)cc3)CC2)cc1O | 11.3 | -25.9
CC(=O)N1N=C(c2ccco2)CC1c1cc2ccc(C)cc2nc1Cl (centres undefined) | -0.8 | -26.8
CN1CC=C2C(C#N)=C(N)C(C#N)(C#N)[C@H](c3ccoc3)[C@H]2C1 | 42.5 | -1.1
O=C(OCC#CCSc1nnc(-c2cccc3ccccc23)o1)c1cccs1 | 56.4* | 3.5
O=C(Nc1ccc(F)c(Cl)c1)C1CC2CCC1C2 (centres undefined) | 13.8 | -15.8
Cc1nc(C(=O)NCC(=O)c2ccc(Cl)cc2)c(C(F)(F)F)o1 | -0.4 | -7.9
CCOC(=O)c1[nH]ncc1CN1CCCC(C(=O)c2cc(Cl)ccc2OC)C1 (centres undefined) | 8.9 | -31.3
COc1ccccc1NC(=O)CCC(=O)Nc1ccccc1OC | 22.0 | -3.7
Cc1snnc1C(=O)NC(=S)Nc1ccccc1 | 3.2 | -6.4
CCOC(=O)c1sc2nc3c(cc2c1N)C(=O)CC(C)(C)C3 | 10.5 | -80.8
CCOC(=O)C1(C(F)(F)F)N=C(C(F)(F)F)Nc2ccccc21 (centres undefined) | -3.0 | -7.9
CC1(C)CC(=O)C=C(NCCN2CCN(C(=S)Nc3ccc(F)cc3)CC2)C1 | 4.7 | -24.3
COC(=O)c1ccc(CSc2nc3cc(Cl)ccc3o2)cc1 | 12.1 | -18.4
O=C(Nc1ccc(N2CCOCC2)cc1)NC1CCCCC1 | 11.3 | -1.3
O=C(/C=C/c1ccccc1)Oc1coc(CSc2ncccn2)cc1=O | 10.4 | -11.3
CN1CCN(C(=O)c2cc(-c3cccc(Cl)c3)on2)CC1 | 13.3 | -0.4
Cc1cc(C)n2nc(SCC(=O)NCc3ccco3)nc2n1 | 18.7 | -15.2
O=C(CC1(O)C(=O)N(Cc2ccccc2Cl)c2ccccc21)c1ccco1 (centres undefined) | 18.3 | -8.9
O=C(NCc1ccc(F)cc1)C1CCC(CNc2c(N3CCCCC3)c(=O)c2=O)CC1 (centres undefined) | 5.8 | -11.5
COc1ccc(/C=C/C(=O)NCC(=O)N=Nc2c(O)[nH]c3ccc([N+](=O)[O-])cc23)cc1 | 25.8 | -17.9
CN=C1S/C(=C\c2cc(C)n(-c3ccccc3F)c2C)C(=O)N1C | 6.6 | -7.2
Cc1cccc(NC(=S)NCc2ccc(F)cc2)c1C | -0.7 | -28.5

# 6 of the entries above in order of the OX1R antag-1 value, high to low.
SMILES | OX1R antag-1
COc1ccc(/C=C/C(=O)NCC(=O)N=Nc2c(O)[nH]c3ccc([N+](=O)[O-])cc23)cc1 | 25.8
COc1ccccc1NC(=O)CCC(=O)Nc1ccccc1OC | 22.0
O=C(Nc1ccc(N2CCOCC2)cc1)NC1CCCCC1 | 11.3
Cc1snnc1C(=O)NC(=S)Nc1ccccc1 | 3.2
Cc1cccc(NC(=S)NCc2ccc(F)cc2)c1C | -0.7
CCOC(=O)C1(C(F)(F)F)N=C(C(F)(F)F)Nc2ccccc21 (centres undefined) | -3.0

# Going on with the list:
Structure | OX1R antag-1 | OX1R antag-2
C#CCNC(=O)C1=C[C@@H](c2ccc(C(F)(F)F)cc2)C[C@@H](OCCCCO)O1 | 11.2 | -4.3
COc1ccc2[nH]c(=O)c(CN(Cc3cccs3)Cc3nnnn3C(C)(C)C)cc2c1 | 4.0 | -36.2
COc1ccc(CNn2cnnc2)c(O)c1 | 5.7 | -1.3
CCC1(CC)Cc2ccccc2-c2nc(NN)[nH]c(=O)c21 | 22.2 | -12.7
O=C(CSc1nnc(-c2cccnc2)n1Cc1ccco1)NCc1ccc2c(c1)OCO2 | 22.3 | -14.2
CCC(CC)NC(=O)c1cc([N+](=O)[O-])ccc1N1CCOCC1 | 28.9 | -20.6
FC(F)(F)c1ccc(-c2nnc(-c3cccnc3)o2)cc1 | 23.4 | -9.3
O=C(COC(=O)c1ccc(OC(F)F)cc1)NCc1cccs1 | 1.1 | -20.2
CCOc1ccc(CN2CCNC(=O)C2CC(=O)NCCCC2CCCC2)cc1 (centres undefined) | 26.8 | -27.2
COc1ccc2cc(C(=O)OC(C)C)sc(=O)c2c1OC | 18.2 | -12.3
CCCS(=O)(=O)C(=C(Nc1ccc(OC)cc1)Nc1ccc(OC)cc1)S(=O)(=O)CCC | 24.1 | -26.6
CC(C)C[C@H](NC(=O)N1CCn2c1nc1ccccc12)C(=O)NCC1CCCO1 (some centres undefined) | 16.4 | -10.8
Cn1c(=O)c2c(nc(SCC(=O)c3cccs3)n2Cc2ccc(F)cc2)n(C)c1=O | 6.6 | -19.2
O=c1c(C(c2ccc(O)cc2)c2c(O)nc3n(c2=O)CCCS3)c(O)nc2n1CCCS2 | 5.7 | -10.7
COCC(C)NC(=S)NCCc1ccc(Cl)cc1Cl (centres undefined) | 0.7 | 9.3
COCCn1c(SCC(=O)c2ccc(F)cc2)nnc1C(C)C | 19.5 | -18.6
O=c1[nH]cnc2sc3c(c12)CN(Cc1ccccc1)CC3 | 7.7 | -11.7
CCOC(=O)N1CCN(C(=O)c2cccc(S(=O)(=O)Nc3ccccc3Cl)c2)CC1 | 0.4 | -33.8
O=C(CN1CCCCC1)Nc1cccc(Cl)c1Cl | -4.6 | -31.1
CCCCn1c(=O)n(Cc2cccc(F)c2)c(=O)c2c1ncn2Cc1ccco1 | 20.6 | -26.1
Cc1c(C)n(-c2ccccc2)c2ncnc(NCCCN(C)C)c12 | 8.4 | -29.9
O=C(COC(=O)CCSc1ccc(F)cc1)NCc1ccc(F)cc1 | 5.8 | -13.3
CC(=O)NC1C(=O)N=C(SCC(=O)NC2CCCCC2)NC1=O (centres undefined) | 20.8 | -3.0
COc1ccc(C2C(C#N)=C(C)NC3=C2C(=O)c2ccccc23)cc1 (centres undefined) | 20.9 | -11.3
O=C(/C=C/c1ccccc1[N+](=O)[O-])N1CCN(c2ccccc2F)CC1 | 14.4 | 4.2
Cn1c(=O)c2c(nc(Br)n2Cc2ccccc2Cl)n(C)c1=O | 27.4 | -3.2
CCOC(=O)C1=C(c2ccccc2)OC(N)=C(C#N)C1c1ccc(Cl)s1 (centres undefined) | 6.5 | -10.7
Cc1c(C)n(CC(O)CN2CCN(C)CC2)c2ccccc12 (centres undefined) | 7.5 | 1.7
Cc1ccc(C(=O)NCCCNC(=O)c2ccccn2)cc1 | 14.2 | -5.4
COc1cc(/C=N/NC(=O)c2ccoc2C)ccc1O | 14.5 | -14.8
COc1ccc(C)cc1S(=O)(=O)N(CC(N)=O)Cc1ccccc1 | 8.0 | -11.2
CC(C)(C)C1CCc2onc(C(=O)NCc3ccc(F)cc3)c2C1 (centres undefined) | 11.5 | -36.6
NC(N)=Nc1nc(-c2ccccc2)c2ccccc2n1 | 39.0 | 5.1
CCS(=O)(=O)n1nc(-c2ccco2)nc1N | 18.2 | -19.3
CC(C)NC(=O)c1ccccc1NC(=O)CS(=O)(=O)Cc1ccccc1 | 7.2 | -21.4
COc1cccc(N=Cc2c(O)c3ccccc3oc2=O)c1 | 8.0 | -30.0
O=C(c1ccc(N2CCN(C(=O)c3cccc(F)c3)CC2)cc1)c1cccc(F)c1 | 4.2 | -8.9
CC(C)CCNS(=O)(=O)c1ccc(-c2ccc(S(=O)(=O)NCCC(C)C)cc2)cc1 | 4.6 | 0.3
O=C(CCc1ccc(S(=O)(=O)N2CCOCC2)cc1)Nc1nc(COc2ccccc2)cs1 | 28.7 | 2.9
Cc1[nH]c2ccccc2c1SCC(=O)N1CCOCC1 | 17.3 | 6.8
O=C(Oc1c(Cl)cc(Cl)c2cccnc12)c1cccc([N+](=O)[O-])c1 | 32.5 | 3.4
CCOc1cc(/C=N/NC(=O)CN2CCOCC2)ccc1OCc1ccccc1 | 20.0 | -10.9
COc1ccc(-n2nc(C(=O)NCC(=O)N3CCN(C)CC3)c3ccccc3c2=O)cc1OC | 28.9 | -30.8
COc1ccc(C(C(=O)NC2CCCC2)N(C(=O)c2ccco2)c2cc3c(cc2C(C)=O)OCO3)cc1 (centres undefined) | 15.5 | -23.9
CC(C)(C)C1CCC(=O)N(CCC#N)CC1 (centres undefined) | 4.9 | 0.5
S=C(NCc1cccnc1)Nc1ccc(Cl)cc1Cl | 9.0 | -19.2
COC(=O)CCC(=O)NNC(=O)c1ccc(Cl)cc1Cl | 7.8 | 3.7
N#Cc1cccc(OC(=O)c2ccc3c(=O)n4c(nc3c2)CCC4)c1 | 12.6 | -28.1
CC1CCN(CCC(=O)Nc2ccc3c(c2)CCC3)CC1 | 17.5 | -22.8
O=C(Nc1ccc([N+](=O)[O-])cc1Br)c1cccnc1 | 44.0 | -2.5
Cc1ccc(S(=O)(=O)N2CCN(C(=O)N3CCOCC3)CC2)c(C)c1 | 3.4 | -9.0
CC(C)c1nnc(NC(=O)C2CCCN2S(=O)(=O)c2ccc(Cl)cc2)s1 (centres undefined) | 39.3 | -9.1
Cc1ccc(-c2cc3ccccc3nc2N2CCOCC2)cc1 | 2.7 | -41.0
CC(=O)c1cccc(NC(=O)c2ccc3c(=O)n4c(nc3c2)CCCCC4)c1 | 29.4 | -13.5
CC(=O)Nc1nc2ccccc2n1CCOc1ccccc1 | 25.7 | -20.5
CC(NC(=O)c1cccc(Cl)c1)C1CC2CCC1C2 (centres undefined) | 11.8 | -14.0
CSc1nsc(SC)c1C(=O)O | 12.7 | -16.3
O=C(Cc1ccccc1)Nc1ccc(NC(=O)c2ccc(Br)cc2)cc1 | 6.7 | -3.3
Cn1c2ccccc2c2cnn(CC(=O)Nc3ccc(F)cc3F)c(=O)c21 | 9.5 | -21.7
CC(=O)N1CCC(C(=O)N2CCN(S(=O)(=O)c3ccc(F)cc3)CC2)CC1 | 2.3 | -4.2

# Part of the list above in order of length of the SMILES, high to low:
Structure | OX1R antag-1 | OX1R antag-2
CC(=O)N1CCC(C(=O)N2CCN(S(=O)(=O)c3ccc(F)cc3)CC2)CC1 | 2.3 | -4.2
Cn1c2ccccc2c2cnn(CC(=O)Nc3ccc(F)cc3F)c(=O)c21 | 9.5 | -21.7
CC(NC(=O)c1cccc(Cl)c1)C1CC2CCC1C2 (centres undefined) | 11.8 | -14.0

# Next structures.
Structure | OX1R antag-1 | OX1R antag-2
O=c1[nH]c2ccc(NS(=O)(=O)c3ccc(Cl)cc3)cc2[nH]1 | 16.1 | -1.1
Nc1ccc(Nc2ccncc2[N+](=O)[O-])cc1 | 63.9* | -6.3
COc1ccc(S(=O)(=O)N2CCCC2CNC(=O)C(=O)NCc2ccco2)cc1 (centres undefined) | 26.0 | 4.8
Cc1[nH]nc2nc(SCC(=O)NCC3CCCO3)n(-c3ccc(Br)cc3)c(=N)c12 (centres undefined) | 36.8 | -18.4
O=[N+]([O-])c1cccc(P(=O)(O)c2cccc([N+](=O)[O-])c2)c1 | 19.0 | -13.2
CCCCN(CC)C(=O)c1cc2c(=O)n3cccc(C)c3nc2s1 | 19.2 | -46.3
CCNC(=O)c1ccccc1-c1nc(-c2ccccc2)no1 | 2.5 | -7.2
CCCN1C(=O)/C(=C/c2cc(C)n(C)c2C)SC1=Nc1ccc(OCC)cc1 | 12.5 | -26.4
Cc1cc(/C=C2/SC(=S)N(c3cccc(Cl)c3)C2=O)c(C)n1-c1cccnc1 | 71.4* | 53.0*
CC1=C/C(=C(\c2cc(C)c(O)c(Br)c2)c2ccccc2S(=O)(=O)O)C=C(Br)C1=O | 49.0 | 1.6
Cn1c(=O)c2c(nc(NCc3ccco3)n2Cc2ccc(Cl)cc2Cl)n(C)c1=O | 15.9 | -4.0
O=C(O)CCc1[nH]c2ccccc2c1Sc1ccccc1 | 24.4 | 1.1
CC(Sc1nn(-c2ccc(Cl)cc2)c(=S)s1)C(=O)NCC1CCCO1 (centres undefined) | 13.6 | -17.8
CCC(=O)N1CCN(c2ccc(Cl)cc2NC(=O)c2ccc(Br)o2)CC1 | 3.4 | -29.1
Fc1ccc(CSc2nnc(-c3ccco3)o2)cc1 | 4.7 | -11.3
O=C(Cc1ccccc1)NN1C(=O)C2C3C=CC(C3)C2C1=O (centres undefined) | 6.2 | -2.2
CCCCN(C(=O)CC1CCCCC1)c1c(N)n(CC(C)C)c(=O)[nH]c1=O | 10.2 | 3.8
COc1ccc(CN2c3c(Br)cccc3C(=O)CS2(=O)=O)cc1 | 13.6 | -2.6
CCCn1c(=O)c2ccccc2n2c(SCc3cc(=O)oc4ccc5ccccc5c34)nnc12 | 7.6 | -19.7
CN(C)CCCCOc1cccc(Br)c1 | 3.6 | 7.7
CC1CCCC(C)N1C(=O)CSc1nnc(-c2c[nH]c3ccccc23)o1 (centres undefined) | 13.8 | 0.1
COc1ccccc1OCC(=O)OC/C(O)=C(\C#N)c1nc2ccccc2[nH]1 | 5.7 | -14.1
O=C(CCCSc1ccccc1)Nc1ccc(Cl)c(S(=O)(=O)N2CCOCC2)c1 | 32.0* | 35.2
CCOC(=O)/C(=N/Nc1ccc(OC)cc1)N1CCCc2ccccc21 | 5.5 | -22.1
Cc1cccc(C2=NN(c3ccccc3)[C@@H](C(=O)N3CCOC3=O)[C@@H]2c2ccc(F)cc2)c1 | 14.5 | 10.7
COc1ccc(S(=O)(=O)N(C)C[C@H]2Oc3c(NC(=O)c4ccncc4)cccc3C(=O)N([C@H](C)CO)C[C@@H]2C)cc1 | 2.1 | -13.9

# Assay outcomes deposited in PubChem by The Scripps Research Institute Molecular Screening Center.
